Bioassay records (PubChem BioAssay)
EWS-Fli inh: inhibitors of EWS/Fli oncoprotein transcriptional activity | A673 NR0B1-luciferase reporter, viability-normalised | inhibition, % at 12.6 µM | actives 0.67% (n = 350,000);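 active = mean inhibition of at least 50% after viability correction, with every replicate also passing that limit; inconclusive = mean reaches 50% but only one of two replicates passes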;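 note: firefly luciferase signal divided by Alamar Blue viability fluorescence both relative to DMSO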
CFTR F508del cor: correctors of CFTR F508del function in bronchial epithelial cells; CFBE cells, YFP halide quenching; stimulated with forskolin plus potentiator P3; % fluorescence drop versus neutral controls; activity (quench increase), % at 7.58 µM; actives 0.36% (n = 350,000); AID 720511;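 active = mean added fluorescence quench of at least 8% versus neutral control, with both replicates also reaching 8%; inconclusive = only one of the mean or replicate conditions met; inactive = mean below 8% and not both replicates reaching 8%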;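 note: cells transiently co-express mutant CFTR-F508del with the halide-sensitive YFP; corrector assay measuring rescue of mutant channel to the surface after 24 h compound exposure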
DENV2 CPE rescue: DENV2-induced cell death inhibition. AID 651640. actives 1.7% (n = 350,000). DENV2-infected cells, cytopathic effect rescue, plate reader. CPE inhibition, % at 9.99 µM; in the data active = CPE inhibition above about 20%, passing the limit was not always enough; inconclusive = no clear call, values can overlap the other calls; tested in BHK-21 cells;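 note: 0% = median of neutral control wells and 100% = median of positive control wells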
PAX8 inh HTS: lowers PAX8-driven luciferase in RMG-I cells | RMG-I TPO-luciferase reporter, SteadyGlo, 24 h | inhibition, % at 12.6 µM | actives 1.2% (n = 360,000);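 active = mean replicate inhibition at least 60% with every replicate also reaching 60%; inconclusive = only one of the two criteria is met; inactive = mean below 60% and not all replicates reaching 60%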;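 note: luciferase light reporting Pax8 driven TPO promoter activity; plate controls were median of neutral control wells for no effect and mitoxantrone controls for full effect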
FN deposition inh: fibronectin deposition inhibition. actives 0.086% (n = 350,000). inhibition, % at 12.6 µM. AH1F fibroblasts, Alexa488-fibronectin deposition fluorescence, overnight. AID 743247;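 active = mean inhibition across replicates of 30% or more, regardless of how many single replicates reach that level; inconclusive = mean under 30% yet at least half of replicates reach 30%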;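 note: positive control wells lacked labelled fibronectin entirely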
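Material: AH1F fibroblast monolayer depositing Alexa488-labelled fibronectin into matrix | Input: 10000 AH1F cells/well | Medium: DMEM plus 2% serum, read in PBS | Reagent: Alexa488-fibronectin, 24 nM final in well | Compound dosing: One dose per compound, pinned | Schedule: 1 h adhesion, overnight exposure | Measured by: Fluorescence at 485 nm excitation, 525 nm emission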
INS-1E GSIS act: GLuc luminescence reporter in INS-1E cells, primary screen for activators of glucose-dependent secretion of insulin. INS-1E GLuc reporter insulin secretion, 2-3 h. actives 0.61% (n = 370,000). activation, % at 16.6 µM. AID 743287;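 active = lowest replicate activation of at least 40%, so every replicate reaches that level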;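 note: 0% = median of neutral control wells and 100% = median of IBMX positive control wells; some compounds called inactive have numbers as strong as hits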
miR-122 sensor: miR-122 inhibition in Huh7 cells; Huh7 miR-122 Renilla luciferase sensor, 48 h; neutral wells = 0, positive control = 100; activation (reporter increase), % at 12.5 µM; actives 0.3% (n = 340,000);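 active = mean replicate activation score at least 90 and every replicate individually at or above 90; inconclusive = only one of the two criteria met; inactive = neither criterion met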;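 note: higher luciferase means less miR-122 activity so hits act as miR-122 inhibitors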
Starred values were filed as active, the others as inactive; ? = inconclusive; nt = no result given; [ ] = another dose, or the depositor's remark.

Values in the order – EWS-Fli inh	CFTR F508del cor	DENV2 CPE rescue	PAX8 inh HTS	FN deposition inh	INS-1E GSIS act	miR-122 sensor
(1) Cc1ccc(S(=O)(=O)Nc2ccc3c(c2)CC(=O)N([C@@H](C)CO)C[C@H](C)[C@@H](CN(C)Cc2ccc(-c4ccccc4)cc2)O3)cc1
    14	1.1	12	nt	0	11	-25[16.7 µM]
(2) CN(C)S(=O)(=O)c1ccc(C(=O)NCC(c2cccs2)N2CCOCC2)cc1 (stereo not drawn)
    -6	-0.3	2	3	6	39	-5
(3) CS(=O)(=O)N1CCC(C(=O)N2CCN(c3cccc(Cl)c3)CC2)CC1
    4	3.3	-6	-17	nt	5	-4
(4) CCN(CC)Cc1csc(C(N)=O)c1
    nt	nt	nt	-9	5	nt	-10
(5) C[C@@]12C(=O)N(c3cccc(F)c3)C(=O)N1[C@H](c1ccc(Cl)cc1)[C@@H]1C(=O)N(C3CCCCC3)C(=O)[C@@H]12
    5	1.2	-8	4	-5	2	-2
(6) CCCc1cc(=O)oc2cc(C)cc(OC(C)C(=O)NCc3ccncc3)c12 (stereo not drawn)
    7	-2.3	-3	-10	5	5	-7
(7) CCCCNC(=O)c1cc2c(-c3ccc(Cl)cc3)nn(C)c2s1
    18	-4.8	-12	1	0	2	7
(8) CCOC(=O)C1=NN(c2ccccc2)C(=O)/C1=C\c1ccc(N(C)C)cc1
    nt	nt	nt	-17	1	nt	-6
(9) CN1CCN(C(=O)c2cc(S(=O)(=O)Nc3ccccc3F)c(Cl)cc2Cl)CC1
    14	2.7	-2	-15	6	-17	0
(10) O=C(NCCc1nnc2ccc(NCC3CCCO3)nn12)c1ccccc1 (stereo not drawn)
    7	1.0	2	17	5	1	-1
(11) Cc1nc(-c2ccncc2)sc1C(=O)Nc1ccc(Br)cc1
    4	0.6	-1	-2	nt	-3	14
(12) O=C(O)c1ccc2[nH]c3c(c2c1)CCCC3
    4	1.8	-1	-14	-3	39	nt
(13) CN(C)/C=N/c1sc2c(c1C#N)CC(C)(C)NC2(C)C
    nt	nt	nt	nt	-1	11	4
(14) CCCCOCCCNC(=O)c1ccc([N+](=O)[O-])c(C)c1
    8	nt	9	-10	1	-12	nt
(15) Cc1ccc(CNS(=O)(=O)c2ccc(-n3cccn3)cc2)cc1
    5	1.9	-8	3	4	nt	-4
(16) O=C(CSc1nc2ccc(Nc3nc(N4CCOCC4)nc(N4CCOCC4)n3)cc2s1)Nc1ccccc1
    -3	-4.1	-3	0	-5	10	nt
(17) CC(=O)c1cc(F)c(N2CCN(C(=O)C(C)(C)C)CC2)cc1C
    nt	nt	nt	5	-10	nt	-3
(18) CCCCOP(=O)(c1ccc(N(C)C)cc1)C(Nc1ccccc1)c1ccccc1 (stereo not drawn)
    27	1.9	9	37	-3	-4	8
(19) Cn1c(SCCc2ccc([N+](=O)[O-])cc2)nccc1=O
    2	0.5	0	4	7	6	-3
(20) COC(=O)[C@@]1(Cc2ccc(F)cc2)[C@H]2c3cc(C(=O)N4CCCC4)n(Cc4ccc(C)c(F)c4F)c3C[C@H]2CN1C(=O)c1ccccc1
    4	2.7	?	30	2	-15	nt
(21) COc1ccc(N2CCN(C(=O)c3cc([N+](=O)[O-])ccc3N3CCN(CCO)CC3)CC2)cc1
    nt	1.7	?	-13	nt	5	-4
(22) O=C1OC(Cc2ccccn2)C(O)=C1C1=NCCCN1 (stereo not drawn)
    -50	-0.6	-6	-64	4	-14	-3
(23) CC(C)(C)NC(=O)NC(=O)CSc1nncs1
    2	-3.4	2	-10	-3	4	1
(24) c1ccc(-c2nn[nH]n2)cc1
    8	-2.5	-1	9	-7	-1	nt
(25) C=CCNCc1ccccc1[N+](=O)[O-]
    -2	0.7	nt	-25	0	-6	-6
(26) CO[C@H]1CN(C)C(=O)c2cc(NS(=O)(=O)c3ccc(C)cc3)ccc2OC[C@H](C)N(Cc2nccs2)C[C@@H]1C
    6	1.2	-8	22	-4	-27	nt
(27) Cc1ccc(-c2ccc3c(c2)O[C@@H](CN(C)Cc2cccc(C(=O)O)c2)[C@@H](C)CN([C@@H](C)CO)S3(=O)=O)cc1
    4	-0.9	-4	nt	nt	13	5[16.7 µM]
(28) C[C@H](CO)N1C[C@H](C)[C@@H](CN(C)S(=O)(=O)c2ccccc2F)Oc2ncc(C#Cc3ccccc3F)cc2C1=O
    22	3.6	-4	nt	-1	-10	-3[16.7 µM]
(29) C[C@H](CO)N1C[C@H](C)[C@@H](CN(C)C(=O)c2ccccc2F)Oc2cc(-c3ccccc3)ccc2S1(=O)=O
    11	-3.3	nt	nt	-9	4	31[16.7 µM]
(30) CCOC(=O)c1cc(-c2ccc(C)cc2)n(CCC(=O)NCCCOC)c1C
    nt	nt	nt	13	-6	nt	1
(31) CC(C)Cc1cc(C(=O)Nc2c(F)cc(F)cc2Br)no1
    -2	2.5	14	-10	-5	nt	-4
(32) COc1ccc(C(=O)NCCOc2ccccc2Cl)c(OC)c1OC
    -81	3.6	4	-217	-1	-21	0
(33) Cc1nnc(SCc2cc(=O)[nH]c(/N=C(\N)Nc3ccccc3)n2)s1
    24	-1.9	6	19	-6	3	35
(34) NC(=O)C1CCN(CC(=O)Nc2ccccc2Sc2ccccc2)CC1
    8	nt	-20	10	11	-4	nt
(35) Cc1ccc([N+](=O)[O-])cc1NC(=O)c1ccccc1
    -3	-0.8	10	0	-7	23	39
(36) CCOC(=O)CNC(=O)c1ccc(SCC)cc1
    -3	-0.7	2	-8	0	7	-2
(37) Cc1cccc(N/C(N)=N/c2nc(C(F)(F)F)cc(=O)[nH]2)c1C
    5	1.5	-11	20	1	7	nt
(38) CC(C)NC(=O)N(C)C[C@H]1OCCCC[C@@H](C)Oc2ccc(NS(=O)(=O)c3ccc(Cl)cc3)cc2C(=O)N([C@@H](C)CO)C[C@H]1C
    -12	2.5	2	-15	-5	-13	0[16.7 µM]
(39) O=C(N[C@@H]1CC[C@@H](CCn2cc(-c3ccccc3F)nn2)O[C@@H]1CO)c1ccc2c(c1)OCO2
    3	-5.8	0	-4	4	-8	nt
(40) CCOc1cc(NC(=S)NCC(C)C)c(OCC)cc1NC(=O)c1ccco1
    nt	nt	nt	-10	-5	-4	-17
(41) CCOc1ccc(C(=O)N[C@H](C(=O)Nc2cccc(S(=O)(=O)N3CCCCC3)c2)C(C)C)cc1
    1	15*	9	22	-3	-13	-4
(42) COc1cc(-c2nn3c(COc4ccccc4)nnc3s2)cc(OC)c1OC
    nt	nt	nt	9	0	nt	2
(43) COc1ccc(COCC(CC(C)C)N2CCN(C(=O)c3cccc(C(F)(F)F)c3)CCC2=O)cc1 (stereo not drawn)
    -1	-4.1	-7	4	-2	-16	-1
(44) CC(=O)Nc1ccc(NC(=O)CCn2cnnn2)cc1
    -2	-5.5	3	-12	2	-10	nt
(45) COc1ccccc1CNC(=O)c1cc(-c2ccncc2)nc2c(Cl)cccc12
    nt	1.4	0	-11	nt	-4	-2
(46) Cc1ccc(N(CC(=O)N2CCOCC2)S(C)(=O)=O)cc1
    -46	-0.6	1	10	12	14	-7
(47) O=C(C[C@@H]1C=C[C@@H](NC(=O)C2CCC2)[C@@H](CO)O1)NCc1ccccc1Cl
    3	-0.8	-4	-3	-7	4	nt
(48) COc1ccc(-c2nnc(Sc3nc4ccccc4o3)c3ccccc23)cc1
    -2	-3.5	-5	nt	nt	5	-3
(49) O=C(CCSc1nc(-c2ccccc2)c(-c2ccccc2)o1)N1CCCCC1
    -10	4.2	7	20	-2	nt	nt
(50) Cc1nc2cc(N3CCCCC3)c(NC(=O)c3cccnc3)cc2c(=O)n1Cc1ccccc1
    nt	nt	nt	16	7	nt	-5

Following part
Values in the order – EWS-Fli inh	CFTR F508del cor	DENV2 CPE rescue	PAX8 inh HTS	FN deposition inh	INS-1E GSIS act	miR-122 sensor
(51) C[C@@H]1CN([C@H](C)CO)C(=O)Cc2cc(N(C)C)ccc2O[C@@H]1CN(C)C(=O)Nc1ccc(F)cc1
    -8	0.8	-5	-2	nt	9	-3[16.7 µM]
(52) Cc1[nH]nc2c1C(CC(C)C)C(C#N)=C(N)O2 (stereo not drawn)
    1	0.2	6	7	4	28	-6
(53) CC1CCN(CCOCCSc2ccc(Cl)cc2)CC1
    -8	0.2	2	-9	11	17	nt
(54) CC1c2ccsc2CCN1C(=O)NC(=O)c1ccc(Cl)cc1 (stereo not drawn)
    1	nt	16	4	-10	-9	1
(55) COc1ccc(C(C(=O)NC(C)(C)C)N(C[C@H]2CC[C@@H]([C@@H]3CC[C@H](CO)O3)O2)C(=O)c2ccccc2)cc1 (stereo partly drawn)
    0	0.2	3	-22	0	3	nt
(56) COC(=O)CN(c1ccccc1F)S(=O)(=O)c1ccc(C)cc1
    6	-4.7	-1	9	7	4	nt
(57) COc1cc(C2=NOC(C(=O)NCc3ccc(F)cc3)C2)cc(OC)c1OC (stereo not drawn)
    nt	nt	nt	nt	-7	-7	21
(58) Cc1cc(C)cc(C(=O)Nc2cccnc2Cl)c1
    4	2.0	10	-22	7	5	nt
(59) CCCn1c(SCC(=O)N2CCN(CC)CC2)nc2c1c(=O)n(C)c(=O)n2C
    -6	-1.6	-7	6	1	17	-6
(60) Cc1ncc(CO)c(CNc2ccc(Oc3ccccc3)cc2)c1O
    16	-4.1	-12	7	nt	-6	-11
(61) CC1CCCC(NC(=O)COC(=O)[C@@H](NC(=O)c2ccc(F)cc2)C(C)C)C1C (stereo partly drawn)
    -2	-2.6	-4	-11	-6	nt	-3
(62) CN1C(=O)c2cc(NC(=O)C3CC3)ccc2OC[C@H]2O[C@@H](CC(=O)O)CC[C@@H]21
    nt	1.3	-3	6	0	3	nt
(63) COc1ccc(C(=O)N2CCc3c([nH]c4ccccc34)C2C(F)(F)F)cc1 (stereo not drawn)
    -17	-2.0	12	18	1	nt	nt
(64) CCC(=O)NC(NC(=S)Nc1cccc2cccnc12)C(Cl)(Cl)Cl (stereo not drawn)
    -3	-2.5	nt	45	1	nt	nt
(65) O=C(COC(=O)Cc1ccccc1[N+](=O)[O-])Nc1nnc(-c2ccccc2)o1
    -3	-3.0	7	-22	-4	9	-2
(66) CCOC(=O)N1CCN(C(=O)Cc2c(C(=O)O)n(C)c3ccccc23)CC1
    -6	-0.5	-2	-14	-11	8	nt
(67) O=C(NCc1n[nH]c(=S)n1-c1ccccc1)c1ccc(S(=O)(=O)N2CCCCC2)cc1
    7	-2.2	1	7	15	16	0
(68) Cc1noc(C)c1S(=O)(=O)N(C)C[C@H]1Oc2ccc(NS(=O)(=O)c3ccccc3)cc2CC(=O)N([C@@H](C)CO)C[C@@H]1C
    -10	-0.4	8	-21	nt	16	-4[16.7 µM]
